High-throughput results as filed in PubChem.
HIF-2a block: blocks HIF-2a reporter activity. inhibition, % at 18.8 µM. 786-0 RCC cells HIF-2a reporter, luciferase luminescence, overnight. 0.72% of 360,000 active;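 active means inhibition of the luminescence signal of 40% or more relative to plate controls, in a single-dose primary screen at 18.75 µM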
CF NFkB inh: blocks PAF-induced NF-kB reporter in cystic fibrosis cells. 0.86% of 360,000 active. KKLEB NF-kB-GFP reporter, GFP fluorescence overnight. AID 588850. inhibition, % at 5 µM;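 active means at least 50% inhibition at 5 µM, scaled per plate between neutral and stimulator controls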;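 further: PAF is a Pseudomonas aeruginosa culture filtrate used as stimulus; plate controls were PAF-stimulated DMSO wells for no effect and unstimulated DMSO wells for full effect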
KKLEB cytotox: CF airway cell cytotoxicity counter-screen. 0.36% of 360,000 active. activity change (cytotoxicity), % at 5 µM. AID 602141. KKLEB CF airway cells viability, ATPlite luminescence, overnight; active compounds read low; cells stimulated with P. aeruginosa culture filtrate;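 active means corrected activity change at or below -50% at 5 µM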
iPSC survival up: hiPSC single-cell survival enhancement; ATPlite luminescence; 100% = ROCK inhibitor wells, 0% = DMSO; survival enhancement, % at 20 µM; 0.044% of 360,000 active; AID 602274; in the data active means survival enhancement above about 18%;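 further: cells exposed to compounds for 16 hours before the ATP read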
NR2E3 ag-1: activates human NR2E3 receptor | 0.35% of 360,000 active | Q9Y5X4 | AID 602229 | CHO-S Gal4-NCOR/VP16-NR2E3 two-hybrid, luciferase | inhibition of corepressor binding, % at 3.98 µM;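 active means inhibition above the mean of all tested compounds plus 3 SD, cut at about 70% in these data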;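 further: 0% = DMSO with NR2E3 transfected cells and 100% = cells lacking NR2E3 construct; higher means lower luciferase signal from less NR2E3 corepressor binding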
Target sequence (Q9Y5X4 whole entry, looked up, the tested form may be a part): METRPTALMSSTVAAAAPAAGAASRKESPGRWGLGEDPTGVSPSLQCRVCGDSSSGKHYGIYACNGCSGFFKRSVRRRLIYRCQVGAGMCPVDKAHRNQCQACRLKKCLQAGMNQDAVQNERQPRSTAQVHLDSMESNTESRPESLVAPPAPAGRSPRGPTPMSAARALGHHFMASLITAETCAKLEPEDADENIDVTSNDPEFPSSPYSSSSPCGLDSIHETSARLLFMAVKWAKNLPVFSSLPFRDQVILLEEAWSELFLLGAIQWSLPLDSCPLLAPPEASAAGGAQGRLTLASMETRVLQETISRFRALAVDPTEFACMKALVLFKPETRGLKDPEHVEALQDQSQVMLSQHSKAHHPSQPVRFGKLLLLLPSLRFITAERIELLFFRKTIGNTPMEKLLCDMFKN
TRPM1 prom inh: MITF TRPM1 promoter inhibition in SK-MEL-5 cells; 0.83% of 330,000 active; inhibition, % at 12.5 µM; SK-MEL-5 TRPM1 promoter luciferase, 24 h;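 active means mean inhibition across replicates of 60% or more, whatever share of single replicates reaches that level; inconclusive means some that reach 60%, reason not given; inactive means mean inhibition across replicates below 60%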; further: values of inactives mirror those of a sister screen read the other way
LMP1 NFkB inh: inhibitors of Epstein-Barr LMP1-induced NF-kappaB reporter. LMP1-induced NF-kappaB luciferase reporter cells, luminescence. inhibition, % at 12.5 µM. 0.69% of 350,000 active. AID 504558; in the data active means inhibition above about 41%; inconclusive means no clear call, values can overlap the other calls;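 further: 0% = neutral control wells and 100% = reference inhibitor control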
Shn3 3UTR inh: reduces Shn3 3'UTR luciferase signal in osteoblasts | Clone20 osteoblast Shn3 3'UTR firefly luciferase, 24 h | 0.52% of 360,000 active | AID 588674 | inhibition, % at 12.5 µM;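 active means mean inhibition of at least 75% with every replicate also reaching 75%; inconclusive means mean inhibition at least 75% but some replicate below; inactive means mean inhibition below 75%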;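 further: 0% = median of neutral control wells and 100% = pilot-screen positive control compound; some compounds past the cut are filed as inactive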
Peg3 promoter: Peg3 promoter activity inhibition. HeLa PEG-Prom luciferase reporter, luminescence, overnight. inhibition, % at 20 µM. 1.7% of 360,000 active;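 active means inhibition of at least 50% at 20 µM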
NR2E3 ag-2: activates human photoreceptor nuclear receptor NR2E3 | AID 2300 | 0.12% of 320,000 active | GST-NR2E3/biotin-RetCOR TR-FRET, 1536-well | inhibition of corepressor binding, % at 4.78 µM;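 active means percent inhibition above the cutoff of mean plus 3 SD of all tested compounds, set per screening campaign, cut at about 20% in these data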;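 further: 0% = DMSO wells and 100% = biotin wells as full block of FRET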
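System: GST-NR2E3 and biotin-RetCOR proteins; probe or stimulus: 7 nM biotin-RetCOR; doses: compound at 4.8 µM, single dose; schedule: Compound–protein incubation for 5 h at 4 °C; detection: time-resolved FRET; read-out: percent inhibition; controls: biotin wells as high control, 0.6% DMSO wells as low control; format: 1536-well plates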
C8 TRAIL sens: caspase-8 TRAIL sensitization. inhibition (viability loss, TRAIL sensitization), % at 10 µM. 1% of 360,000 active. NB7+C8 cells + TRAIL, ATPlite viability luminescence. AID 624354;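 active means compounds causing at least 50% loss of cell viability in the single-dose screen, relative to plate controls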
Numbers without * were called inactive; ? = inconclusive; · = not tested or not shown. Not all compounds are listed, so the mix of outcomes need not match the whole.

SMILES	HIF-2a block	CF NFkB inh	KKLEB cytotox	iPSC survival up	NR2E3 ag-1	TRPM1 prom inh	LMP1 NFkB inh	Shn3 3UTR inh	Peg3 promoter	NR2E3 ag-2	C8 TRAIL sens
COc1ccc(OCC(=O)N2CCN(C(=O)c3cccc(F)c3)CC2)cc1	17	-3	-2	4.9	17	13	-2	3	7	0	4
COc1ccc(C(=O)NNC(=O)c2ccccn2)cc1	83*	-19	-18	-3.6	-120	85*	-15	65	105*	1	89*
COC(=O)c1cc(C#N)c(SCc2ccccc2)nc1C	-99	5	-3	0.4	16	-31	2	-8	-67	2	-6
COc1cc(NC(=O)CCN2CCN(Cc3ccccc3)CC2)cc(OC)c1	12	6	6	-0.2	-10	15	-12	1	5	-5	-5
Cc1ccc2nc(N(CCCN(C)C)C(=O)c3ccc4c(c3)CCCC4)sc2c1	4	24	-33	-3.5	-25	?	-10	3	108*	0	32
COc1ccc(NC(=O)NCCCN2CCCC2=O)c(OC)c1	15	-4	-2	0.6	-5	2	0	14	2	3	-4
CCCCN1C(=O)C(CC(=O)NC2CCCC2)CC(C(=O)N(C)C)=C1C (stereo unspecified)	7	1	-12	3.8	22	·	-3	-10	-3	·	0
COc1ccc(C2=NNC(c3ccco3)=Nc3ccc(F)cc32)cc1	-7	-11	12	-0.5	-21	7	3	3	17	5	0
COc1cccc(CNC(=O)c2ccccc2C(=O)NC(C)(C)C(=O)NCc2cccc(OC)c2)c1	13	7	-9	1.0	-3	3	-3	4	9	0	-12
CN(C)c1ccc(NC(=O)c2ccncc2)c2ccccc12	22	-10	9	2.3	0	-2	1	1	9	-2	7
Cc1cccc(Oc2ccccc2N)c1	-11	14	6	-3.4	2	4	-13	-8	14	2	11
CCOC(=O)N1CCN(C(=O)c2cccc(S(=O)(=O)Nc3ccccc3Cl)c2)CC1	13	19	-5	-0.4	-24	·	2	-3	5	-2	7
CC(NC(=O)c1c(O)c2ccccc2[nH]c1=O)c1ccccc1 (stereo unspecified)	9	-10	-4	0.2	-19	-3	3	-5	-15	0	1
OC(c1ccc(F)c(F)c1)c1ncc(-c2ccccc2F)[nH]1 (stereo unspecified)	-86	2	-8	0.8	-7	·	·	10	-36	·	-16
Cc1nnc(SCc2cccc3ccccc23)n(N)c1=O	-2	-10	3	3.0	-9	-5	8	12	-5	1	-2
COc1cc(C(=O)Nc2ccc3nc(N4CCOCC4)sc3c2)cc(OC)c1OC	2	-18	11	3.7	13	8	6	19	11	1	-40
COc1ccc(-c2csc(N(C)C(=O)c3cccs3)n2)cc1	-252	18	-18	-0.2	-88	-89	-15	-25	-212	4	12
Cc1csc(=O)n1CCC(=O)OC(C)C(=O)Nc1ccc(N2CCOCC2)cc1 (stereo unspecified)	-33	-15	-10	-0.6	10	4	-3	-34	-19	-2	-13
CN(C)C(=O)COC(=O)c1ccccc1OCC(=O)Nc1ccc(SC(F)F)cc1	-19	-8	3	1.8	12	0	-4	-7	24	-1	2
c1cc2c(cc1-c1cnc3n1CCC3)OCCO2	-64	-13	-29	-0.5	56	19	-12	25	-39	2	10
CCS(=O)(=O)N1CCN(c2ccccn2)CC1	14	-17	5	0.2	18	4	-5	6	11	-4	-6
COc1ccc(N2C(=O)C3CCCN3C2c2ccccc2F)cc1 (stereo unspecified)	-25	17	-9	4.4	-10	·	-1	-17	-5	0	-3
Clc1nc(-c2ccccc2)ncc1Oc1ccccc1	-115	-17	7	-0.4	-22	·	·	-26	-99	1	21
Cn1c(CNC(=O)c2ccco2)nnc1SCC(=O)Nc1cccc(F)c1	11	-1	-4	0.1	-4	-4	0	19	-12	-1	-5
Cc1cccnc1NC(=O)Nc1cccc(C(F)(F)F)c1	-31	2	10	-1.7	2	-9	-19	-27	-25	-2	-6
Cc1nnc(SCC(=O)Nc2cccc(C(F)(F)F)c2)n1Cc1ccco1	20	2	-7	-1.0	-1	1	-9	3	4	2	-8
COc1ccc(C=Nc2cccc3c(=O)[nH][nH]c(=O)c23)c2ccccc12	-3	-9	2	5.5	-38	-10	8	-5	9	1	2
CC(=O)NC12CC3CC(CC(CC(=O)O)(C3)C1)C2	19	3	1	0.2	13	4	-7	4	-8	0	-6
CCOC(=O)Cc1c(Sc2ccccc2)c2cc(C)ccc2n1C	25	-8	2	4.0	-26	7	1	12	26	3	12
CCn1nc(C)cc1-c1nnc(Sc2ncc([N+](=O)[O-])s2)n1C	96*	95*	-82*	0.5	23	94*	16	95*	110*	-3	9

Reformatted with values under each structure: 4 of the compounds above.
Each structure is followed by: HIF-2a block | CF NFkB inh | KKLEB cytotox | iPSC survival up | NR2E3 ag-1 | TRPM1 prom inh | LMP1 NFkB inh | Shn3 3UTR inh | Peg3 promoter | NR2E3 ag-2 | C8 TRAIL sens
> Cc1cccnc1NC(=O)Nc1cccc(C(F)(F)F)c1
    -31 | 2 | 10 | -1.7 | 2 | -9 | -19 | -27 | -25 | -2 | -6
> Cc1nnc(SCC(=O)Nc2cccc(C(F)(F)F)c2)n1Cc1ccco1
    20 | 2 | -7 | -1.0 | -1 | 1 | -9 | 3 | 4 | 2 | -8
> COc1ccc(C=Nc2cccc3c(=O)[nH][nH]c(=O)c23)c2ccccc12
    -3 | -9 | 2 | 5.5 | -38 | -10 | 8 | -5 | 9 | 1 | 2
> CC(=O)NC12CC3CC(CC(CC(=O)O)(C3)C1)C2
    19 | 3 | 1 | 0.2 | 13 | 4 | -7 | 4 | -8 | 0 | -6

The list continues.
SMILES	HIF-2a block	CF NFkB inh	KKLEB cytotox	iPSC survival up	NR2E3 ag-1	TRPM1 prom inh	LMP1 NFkB inh	Shn3 3UTR inh	Peg3 promoter	NR2E3 ag-2	C8 TRAIL sens
COc1cc(OC)c(C(=O)OCC(=O)Nc2nnc(-c3ccccc3)o2)cc1OC	1	-11	-6	-0.2	-25	-6	-4	6	-9	1	12
C[C@@]12C(=O)NCC(=O)N1[C@@H]1c3cc(Br)ccc3OC[C@@H]1[C@@H]2c1ccccc1	17	1	-9	-1.3	3	9	0	7	20	·	-3
CCn1cc(C(=O)N2CCN(c3ccc(F)cc3)CC2)c2cc(OC)c(OC)cc2c1=O	6	-7	2	-0.3	-15	2	-1	-3	-3	-5	4
COc1ccc(NC(=O)c2ccc(COc3ccc(C)cc3)o2)cc1	-183	-1	-2	0.5	-74	-19	-20	-11	-126	-3	-4
O=C1C2C3c4ccccc4C(c4ccccc43)C2C(=O)N1Cc1cccnc1 (stereo unspecified)	-8	2	2	1.8	-5	-11	5	3	-11	0	-4
COc1ccccc1CNC(=O)c1cc(-c2cc(F)ccc2OC)n[nH]1	-11	2	1	0.0	-9	·	·	6	0	·	9
N#CC1=C(N)NC(SCC(=O)c2ccc(Br)cc2)=C(C#N)C12CCCCC2	17	7	-16	0.1	-5	8	2	38	18	-1	5
Cc1c(C(=O)N2CCN(c3ccc(F)cc3)CC2)sc2nc3n(c(=O)c12)CCC3	3	4	-6	-0.1	8	0	2	4	-3	-2	-17
COc1ccc(C(=O)NNC(=O)CN2CCC(n3nnc4cc(C)ccc43)CC2)cc1	2	-10	11	5.0	23	-9	2	6	3	2	-13
CN1OC[C@@H]2CN(Cc3ccc4c(c3)OCO4)[C@H](c3ccc(N4CCCCC4)cc3)C[C@@H]21	-5	-12	0	0.0	12	·	·	7	-6	·	6
O=C(O)c1ccc(CN2C(=O)c3ccc(C(=O)O)cc3C2=O)cc1	16	-2	-6	0.1	-19	-3	2	-14	17	-1	-5
CC(C)CCn1nnnc1CN1CCN(c2ccc(F)cc2)CC1	5	-15	3	-0.7	-9	-7	2	-1	12	1	3
COc1ccc([C@H]2CC(=O)C=C(c3ccccc3-c3ccccc3)C2)cc1	-13	20	-11	4.9	12	17	9	-1	45	1	9
Cc1nn(CC(=O)NC(=O)NC2CCCC(C)C2C)c(=O)c(C#N)c1C (stereo unspecified)	9	15	-2	-0.3	-5	1	2	5	3	1	-1
CCc1ccc2nc(N(CCCN(C)C)C(=O)c3ccc(S(=O)(=O)N(C)C4CCCCC4)cc3)sc2c1	26	20	-25	-0.5	-14	96*	-5	24	79*	2	45
CCOC(=O)CNC(=O)N1CCCC(C(=O)c2cccc(Cl)c2)C1 (stereo unspecified)	16	8	-12	1.7	8	4	-9	1	14	2	-3
Cc1ccc(C(=O)O)cc1NCc1cccnc1	10	-9	13	-0.2	-13	·	-1	-7	-18	·	-5
Cc1ccccc1C(=O)NNC(=O)/C=C/c1ccccc1	-17	8	1	1.4	1	-9	-3	8	7	-2	6
Nc1ncnc2c1ncn2C1OCC(O)C1O (stereo unspecified)	10	0	7	0.4	18	·	·	16	3	·	-13
CC1CN(c2cnn(C(C)C)c(=O)c2Cl)CC(C)O1 (stereo unspecified)	0	9	0	-0.1	-12	5	0	5	-13	2	1

Part of the list above in a different format:
mol,HIF-2a block,CF NFkB inh,KKLEB cytotox,iPSC survival up,NR2E3 ag-1,TRPM1 prom inh,LMP1 NFkB inh,Shn3 3UTR inh,Peg3 promoter,NR2E3 ag-2,C8 TRAIL sens
O=C(O)c1ccc(CN2C(=O)c3ccc(C(=O)O)cc3C2=O)cc1,16,-2,-6,0.1,-19,-3,2,-14,17,-1,-5
CC(C)CCn1nnnc1CN1CCN(c2ccc(F)cc2)CC1,5,-15,3,-0.7,-9,-7,2,-1,12,1,3

Further entries:
SMILES	HIF-2a block	CF NFkB inh	KKLEB cytotox	iPSC survival up	NR2E3 ag-1	TRPM1 prom inh	LMP1 NFkB inh	Shn3 3UTR inh	Peg3 promoter	NR2E3 ag-2	C8 TRAIL sens
CN(C)CCCN(C(=O)COc1ccccc1)c1nc2ccc(Cl)cc2s1	-80	2	-2	-0.9	-1	1	3	2	-66	2	21
COCCN(C(=O)COC(=O)C12CC3CC(CC(O)(C3)C1)C2)c1c(N)n(Cc2ccccc2)c(=O)[nH]c1=O	-5	8	-9	1.3	-10	·	4	-10	-1	·	-6
O=S1(=O)N=C(N(CCO)/N=C/C=C/c2ccccc2)c2ccccc21	22	16	-41	4.6	-3	-11	9	-2	20	0	-11
Cc1cc(/C=C2/SC(=S)N(c3cccc(Cl)c3)C2=O)c(C)n1-c1cccnc1	-62	2	-5	2.2	63	3	14	82	-81	1	14
